Screening results as filed in PubChem.
LmPK inh – inhibitors of Leishmania mexicana pyruvate kinase | actives 0.37% (n = 290,000) | AID 1721 | purified LmPK, Kinase-Glo ATP luminescence, 1 h | Q27686 | Potency, µM (top dose mostly 57.5 µM), for the others: at the top dose activity change, negative = inhibition, hits mostly inhibitors; note: potency is the fitted concentration of half-maximal effect
Target sequence (Q27686 whole entry, looked up): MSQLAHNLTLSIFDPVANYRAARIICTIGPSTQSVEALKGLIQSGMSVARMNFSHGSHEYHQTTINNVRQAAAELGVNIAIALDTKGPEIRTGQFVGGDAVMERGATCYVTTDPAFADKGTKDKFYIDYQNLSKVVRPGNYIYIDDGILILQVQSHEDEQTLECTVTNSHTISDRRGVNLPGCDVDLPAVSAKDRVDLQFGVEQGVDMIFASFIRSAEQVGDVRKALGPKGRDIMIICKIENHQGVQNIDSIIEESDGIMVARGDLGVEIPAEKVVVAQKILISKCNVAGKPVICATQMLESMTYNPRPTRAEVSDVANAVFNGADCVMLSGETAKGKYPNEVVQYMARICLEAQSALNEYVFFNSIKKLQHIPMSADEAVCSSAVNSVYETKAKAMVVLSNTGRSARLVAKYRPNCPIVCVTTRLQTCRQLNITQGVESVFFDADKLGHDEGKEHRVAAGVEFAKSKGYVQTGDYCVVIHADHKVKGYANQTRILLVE
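Kinase-Glo luminescence read after 1 h RT reaction of 0.1 nM LmPK with 0.5 mM PEP and 0.1 mM ADP. Activity scaled between uninhibited and enzyme-free controls.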
AMA1 RON2 block – AMA1-RON2 (P. falciparum) interaction inhibition | AlphaScreen AMA1-biotinylated RON2 peptide binding | actives 0.2% (n = 360,000) | Potency, µM (top dose mostly 58.2 µM), without a hit: top-dose activity change, negative = inhibition, usual class: inhibitors | AID 720542;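 note: potency is the fitted concentration of half-maximal effect; 0% = vehicle wells and -100% = peptide control; nearly all actives have a fitted effect of over 45% in size; some results filed as inactive show a strong effect at the top dose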
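AMA1 (3D7) with his tag at 25 nM final met compounds first, then biotinylated RON2 peptide at 25 nM; detection used donor plus acceptor beads, 10 µg/mL apiece, read by AlphaScreen after 30 min at room temperature.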
HCV inh – blocks hepatitis C virus. Huh7.5.1 HCVcc-Cre infection, luciferase reporter, 44 h. Potency, µM (top dose mostly 41.8 µM), for inactives: at the highest dose activity change, negative = inhibition, hits mostly inhibitors. AID 651820. actives 3.4% (n = 340,000); note: potency is the fitted concentration of half-maximal effect
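Infectious HCVcc-Cre (~0.5 moi) was added to cells just after compound, with cells seeded 4 h earlier at 1,000 per well. Luciferase activity after 44 h culture reported infection; substrate was incubated 15 min at room temperature before reading.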
AmpC detergent – AmpC beta-lactamase inhibition with detergent present. Potency, µM (titrated, usually from 114 µM), for the others: top-dose activity change, negative = inhibition, actives largely listed as inhibitors. P00811. AID 485294. AmpC hydrolysis of nitrocefin, absorbance 480 nm, 0.01% Triton. actives 0.041% (n = 370,000);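 note: potency is the fitted concentration of half-maximal effect; 0% = no-compound wells and -100% = no-enzyme wells; nearly all actives have a fitted effect of over 25% in size; some results filed as inactive show a strong effect at the top dose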
Target sequence (P00811 whole entry, looked up): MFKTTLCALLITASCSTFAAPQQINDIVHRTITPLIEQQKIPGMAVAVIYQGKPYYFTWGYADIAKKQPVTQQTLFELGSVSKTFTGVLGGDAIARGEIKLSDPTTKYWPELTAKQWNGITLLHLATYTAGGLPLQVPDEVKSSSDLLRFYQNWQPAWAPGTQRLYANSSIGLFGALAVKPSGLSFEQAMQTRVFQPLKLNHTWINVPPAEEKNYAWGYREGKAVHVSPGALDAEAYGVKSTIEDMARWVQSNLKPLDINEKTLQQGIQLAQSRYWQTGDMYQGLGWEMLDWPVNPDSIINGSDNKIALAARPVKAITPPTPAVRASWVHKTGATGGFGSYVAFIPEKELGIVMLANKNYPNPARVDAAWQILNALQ
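AmpC (5.3 nM in the dispensed reagent) in 20 mM phosphate pH 7.0 with 0.01% (detergent screen) or 0.0001% Triton X-100 was preincubated with compounds for 15 min at room temperature. Nitrocefin was then added from an 800 uM solution, and hydrolysis was followed at 480 nm.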
Tb PYK inh – inhibitors of Trypanosoma brucei pyruvate kinase; Q57TT1; TbPYK enzyme, Kinase-Glo Plus ATP luminescence, 45 min; Potency, µM (top dose mostly 76.8 µM), inactives show top-dose activity, negative = inhibition, most hits filed as inhibitors; actives 0.12% (n = 410,000); note: potency is the fitted concentration of half-maximal effect; nearly all actives have a fitted effect of over 50% in size
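ADP (130 uM final) triggers the TbPYK reaction after compound addition; incubation is 45 min at room temperature. Kinase-Glo Plus is then added and luminescence imaged. Normalized data are fitted to concentration-effect curves.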
AmpC no deterg – inhibitors of E. coli AmpC beta-lactamase without detergent; P00811; AmpC nitrocefin hydrolysis, absorbance 480 nm, 0.0001% Triton; Potency, µM (series often up to 57.1 µM), for inactives: at the top dose activity change, negative = inhibition, actives largely listed as inhibitors; actives 0.52% (n = 330,000); AID 485341;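 note: potency is the fitted concentration of half-maximal effect; plate controls were no compound for no effect and no enzyme for full effect; nearly all actives have a fitted effect of over 20% in size; some results filed as inactive show a strong effect at the top dose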
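AmpC (5.3 nM in the dispensed reagent) in 20 mM phosphate pH 7.0 with 0.01% (detergent screen) or 0.0001% Triton X-100 was preincubated with compounds for 15 min at room temperature. Nitrocefin was then added from an 800 uM solution, and hydrolysis was followed at 480 nm.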
HCMV antiviral – human cytomegalovirus inhibition; HFF cells, HCMV-luciferase reporter, 72 h; hits give low values; actives 4.5% (n = 410,000); AID 1259415; activity change, negative = inhibition, % at 57.5 µM; in the data active = activity change below about -60%; inconclusive = no clear call, values can overlap the other calls; inactive = above about -39%
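Luciferase read-out from HCMV-luciferase-infected HFFs (MOI 1 PFU/cell) 72 h post infection at 37C; compounds added after 16 h cell attachment; activity normalized between buffer-only basal and Salinomycin (10uM) inhibitor controls.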
Active calls of the source: *; u = inconclusive; x = no result given; & = joins results of further samples; [ ] = another dose, or the depositor's remark. Unless noted, calls come from the whole dose curve; as a rule, active = well fitted curve in the direction sought with a large enough effect; inconclusive = small, poorly fitted or top-dose-only effect, or another doubt; inactive = no such curve, though single readings can be large; an effect the other way counts as inactive or inconclusive. Unless noted, % is set by controls: 0 for no effect and ±100 for the full control effect.

Order of values – LmPK inh | AMA1 RON2 block | HCV inh | AmpC detergent | Tb PYK inh | AmpC no deterg | HCMV antiviral
Fc1cccc(Cc2noc(CN3CCN(c4cnccn4)CC3)n2)c1
    11% | -9% | 7% | 4% | -1% | 49% | -10
O=C(CCCn1c(=S)[nH]c2ccc(Br)cc2c1=O)N1CCN(c2ccccn2)CC1
    0% | 77%[activator] | u | -3% | -9% | -27% | 9
Cc1ccccc1N1CCN(S(=O)(=O)c2nnc(NC(=O)c3ccc(F)cc3)s2)CC1
    -8% | 8% | u | -2% | 0% | -21% | 2
Cc1cccc(OCC(=O)N(Cc2ccc(N(C)C)cc2)Cc2ccco2)c1C
    x | x | x | 3% | 2% | x | u
O=C(O)CCc1nnc(SCC(=O)Nc2cccc(C(F)(F)F)c2)[nH]c1=O
    16% | 13% | -3% | 1% | 4% | -52% | -22
CCn1c(=O)n(CC)c2cc(N3CCCC3)c(NC(=O)c3ccc(OC)c(Br)c3)cc21
    4% | -24% | u | -1% | -16% | 119%[activator] | -21
O=C(CCc1ccccc1)OCC(=O)c1cccc([N+](=O)[O-])c1
    16% | -7% | -2% | 12% | 4% | -40% | 47
CCOCCCNCc1ccc(OCc2ccccc2Cl)cc1
    -1% | 2% | u | u | -4% | 23% | u
COc1ccc(CNC(=O)CCc2ccc(S(=O)(=O)N3CCCCCC3)cc2)cc1OC
    x | 20% | u | 0% | -12% | 39% | 65
CCOC(=O)c1cc(C)n(S(=O)(=O)c2ccc(C)cc2)c1C
    -2% | -12% | u | 2% | -5% | 8% | -14

A different layout for some results above:
Cc1cccc(OCC(=O)N(Cc2ccc(N(C)C)cc2)Cc2ccco2)c1C
  LmPK inh = x	AMA1 RON2 block = x	HCV inh = x	AmpC detergent = 3%	Tb PYK inh = 2%	AmpC no deterg = x	HCMV antiviral = u

O=C(O)CCc1nnc(SCC(=O)Nc2cccc(C(F)(F)F)c2)[nH]c1=O
  LmPK inh = 16%	AMA1 RON2 block = 13%	HCV inh = -3%	AmpC detergent = 1%	Tb PYK inh = 4%	AmpC no deterg = -52%	HCMV antiviral = -22

Next structures follow:
Order of values – LmPK inh | AMA1 RON2 block | HCV inh | AmpC detergent | Tb PYK inh | AmpC no deterg | HCMV antiviral
CC(C(=O)c1ccc(-c2ccccc2)cc1)[n+]1cccc(NC(=O)c2ccccc2)c1 (stereo not drawn)
    3% | -1% | -26% | 1% | 0% | 69%[activator] | -99*
Cc1cccnc1NC(=O)C1CCN(S(=O)(=O)c2cccs2)CC1
    9% | -2% | 14% | -6% | 0% | 19% | -21
COc1ccccc1CNS(=O)(=O)c1c(C)[nH]c(C)c1C(=O)N1CCCC1
    -13% | -1% | 11% | -9% | 0% | -16% | -16
CCOC(=O)C(CSCC(=O)c1ccc(Cl)cc1)NC(=O)OC(C)(C)C (stereo not drawn)
    2% | 10% | -6% | -3% | -6% | 22% | -13
N/C(=N\OC(=O)c1ccc(Cl)cc1)c1ccc(Cl)cc1
    3% | 7% | 0% | -17% | -10% | -10% | 35
Cn1c(CN2CCOCC2)nc2cc(NC(=O)c3ccccc3[N+](=O)[O-])ccc21
    x | x | x | 0% | -1% | x | -6
O=C(CNC(=S)N(CCCN1CCOCC1)Cc1cccs1)NC1CCCCC1
    -7% | -4% | 0% | -6% | -1% | 112%[activator] | 7
CCc1nc2ccccc2c2nc3ccccc3n12
    2% | 4% | u | -1% | -1% | -15% | 103
O=[N+]([O-])c1ccc(OCCOc2ccccc2/C=N/n2cnnc2)cc1
    -6% | -1% | -2% | 4% | -6% | -3% | -29
CC(C)Cn1c(SCC(N)=O)nnc1-c1cccc(S(=O)(=O)N2CCOCC2)c1
    x | 0%[11.6 µM] | 9% | x | -2% | 0% | -36

Random excerpt: two records from the list.
Order of values – LmPK inh | AMA1 RON2 block | HCV inh | AmpC detergent | Tb PYK inh | AmpC no deterg | HCMV antiviral
Cn1c(CN2CCOCC2)nc2cc(NC(=O)c3ccccc3[N+](=O)[O-])ccc21
    x | x | x | 0% | -1% | x | -6
CC(C)Cn1c(SCC(N)=O)nnc1-c1cccc(S(=O)(=O)N2CCOCC2)c1
    x | 0%[11.6 µM] | 9% | x | -2% | 0% | -36

Following part.
Order of values – LmPK inh | AMA1 RON2 block | HCV inh | AmpC detergent | Tb PYK inh | AmpC no deterg | HCMV antiviral
CC(C)Cn1c(N)c(C(=O)CSc2nnnn2-c2ccc(Cl)cc2)c(=O)n(C)c1=O
    x | 12% | -12% | x | -3% | x | -29
CCOC(=O)C1=C2SCC(=O)N2C(N)=C(C#N)C1
    -1% | 16% | -12% | -8% | 1% | -12% | 21
CCC(C)(C)NC(=O)C(c1ccccc1Cl)N(C(=O)CCC(=O)Nc1cc(C)on1)C1CC1 (stereo not drawn)
    1% | -12% | 7% | -10% | -1% | 29% | -1
Cc1ccc(OCC(=O)N(Cc2ccc(C)o2)C2CCS(=O)(=O)C2)cc1 (stereo not drawn)
    12% | -11% | 8% | -6% | -9% | 16% | -23
NC(=NCCc1c[nH]c2ccccc12)NS(=O)(=O)c1cc(F)ccc1F
    0% | -7% | 9% | -4% | -5% | -20% | -24
CCc1ccccc1N1CSC2=C(C#N)C(c3cc(OC)c(OC)cc3OC)CC(=O)N2C1 (stereo not drawn)
    -6% | -21% | u | -2% | 10µM* | 17% | 8
COc1cccc(/C=N/n2c(N)c(S(=O)(=O)c3cccs3)c3nc4ccccc4nc32)c1OC
    3% | 16% | u | 3% | -3% | -19% | -81*
COc1cc(CC(=O)OC2CCOC2=O)cc(OC)c1OC (stereo not drawn)
    -1% | -2% | -7% | -7% | 3% | -16% | 19
O=C(Cc1ccc(F)cc1)OCn1nnc2ccccc2c1=O
    3% | 14% | u | 6% | -15% | -21% | 8
COc1ccccc1NC(=O)c1cccc(NC(=O)c2ccco2)c1
    3% | 9% | -11% | u | -1% | -47% | u
COC(=O)C1=C(C)N(CCCCCC(=O)O)C(=O)NC1c1ccccc1 (stereo not drawn)
    x | 20% | 16% | x | 3% | x | 6
CN(C)c1ccc(C=c2c3cc([N+](=O)[O-])ccc3n3c2cc(-c2ccccc2)[n+]3C)cc1
    x | 8.9µM* | u | x | u | x | -100*
O=S(=O)(c1ccc(F)cc1)N1CCN(Cc2cc3c(cc2Br)OCCO3)CC1
    x | 3% | -8% | -7% | -4% | -24% | u
COc1ccc(N2CCN(S(=O)(=O)CCNC(=O)COc3ccccc3F)CC2)cc1
    x | x | x | 2% | -4% | x | -13
CN(C)CCCOc1nn(Cc2ccccc2)c2ccccc12
    -10% | 3% | -14% | 0% | 0% | 107%[activator] | -30
CN(CC(=O)Nc1ccccc1Br)C(=O)c1cc(Cl)nc2ccccc12
    x | -9% | -32% | -10% | 3% | -11% | 7
O=c1cc(N2CCc3ccccc3C2)[nH]c(=O)n1-c1ccc(Cl)cc1
    2% | -5% | -4% | -6% | -2% | -26% | 3
Cc1ccc(NC(=S)Nc2ccccn2)cc1C
    1% | 48%[activator] | -4% | -3% | -16% | -38% | 55
O=C1CC(N2CCN(c3ccc(S(=O)(=O)N4CCOCC4)cc3)CC2)C(=O)N1Cc1ccccc1 (stereo not drawn)
    5% | 5% | 5%&-14% | -14% | 2% | 242%[activator] | -6
CCOc1ccc(S(=O)(=O)N(C)c2ccc(OCC(=O)N3c4ccc(C)cc4C4CN(C)CCC43)cc2)cc1 (stereo not drawn)
    8% | -14% | u | -5% | -4% | 149%[activator] | -39
COc1ccc(C)cc1NC(=O)C1CCN(S(=O)(=O)c2c(C)noc2C)CC1
    -4% | -8% | -3% | -11% | 0% | 15% | 51
COC(=O)c1c(C)[nH]c(C(=O)C(C)OC(=O)c2cnc(C)cn2)c1C (stereo not drawn)
    x | 10%[11.6 µM] | 6% | -24% | -4% | -21% | 0
CCS(=O)(=O)N1CCC(c2nc(-c3ccc(C)cc3)no2)CC1
    -3% | 3% | u | -11% | 2% | 48% | u
Cc1noc(C)c1C(=O)OCC(=O)NC1CC1
    0% | 6% | 10% | u | -4% | -6% | 74
O=C(c1ccc2oc(CCCc3ccccc3)nc2c1)N1CCCC(CCCO)C1 (stereo not drawn)
    0% | -2% | -13% | -6% | -3% | 195%[activator] | -61*
CCC1=[N+](C)c2cccc3cccc(c23)N1C
    1% | 0% | -11% | -14% | -10% | -17% | -28
Cc1ccc(-c2cc(C(=O)NCCN3CCOCC3)no2)cc1
    -1% | -2% | -10% | -12% | -5% | -2% | 21
COc1ccc(OC)c(S(=O)(=O)Nc2cc3c4c(c2)CC(=O)N4CCC3)c1
    x | 17% | u | -3% | 10% | 57% | -10
Cc1cc(C(F)F)n2ncc(C(=O)NCCc3ccccc3Cl)c2n1
    6% | -13% | u | -9% | u | 11% | -22

Quoted from the listing.
CCS(=O)(=O)N1CCC(c2nc(-c3ccc(C)cc3)no2)CC1 – AmpC detergent = -11%
Cc1noc(C)c1C(=O)OCC(=O)NC1CC1 – HCMV antiviral = 74
